14-3-3g Raf – modulators of human 14-3-3 gamma - Raf peptide interaction; P61981; FP, 14-3-3gamma / TMR-pS259-Raf peptide binding; inhibition, % at 40 µM; 0.19% of 160,000 active; AID 422; in the data active = inhibition above about 30%;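 note: 0% = protein plus tracer without compound and 100% = blank with tracer alone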
Target sequence (P61981 whole entry, looked up): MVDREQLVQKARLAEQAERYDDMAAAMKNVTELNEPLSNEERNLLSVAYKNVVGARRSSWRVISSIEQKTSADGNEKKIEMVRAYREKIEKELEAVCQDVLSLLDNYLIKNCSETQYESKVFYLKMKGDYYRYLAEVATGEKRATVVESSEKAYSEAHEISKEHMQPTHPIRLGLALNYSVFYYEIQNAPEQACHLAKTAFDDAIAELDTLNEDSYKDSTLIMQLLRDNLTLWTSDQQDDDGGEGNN
* hit, by the source's call; & = joins results of further samples. These rows are one share of the data. The share of hits here may be higher or lower than overall.

SMILES	14-3-3g Raf
CCCCNC(=O)c1cn(C)c2ccc(S(=O)(=O)N3CCOCC3)cc2c1=O	-1.9
CCc1ccc(S(=O)(=O)NCc2cn3ccsc3n2)s1	0.8
COc1ccc(CCNC(=O)C(C)OC(=O)c2ccco2)cc1OC (stereo unspecified)	-1.7
Cc1nc2oc3c(-c4ccc(Br)cc4)ncnc3c2c2c1COC(C)(C)C2	-4.9
COCC(=O)NC(C)c1nc2ccccc2[nH]1 (stereo unspecified)	-2.6
CCOc1ccc(-n2c(=O)c3sccc3n(CC(=O)NCc3ccccc3)c2=O)cc1	-5.7
O=C(Nc1cccc(O)c1)c1nn2c(c1Cl)NC(c1cccs1)CC2C(F)(F)F (stereo unspecified)	-2.9
O=C(CNC(=O)c1ccco1)NC1CCCCC1	2.1
CCN1CCN(C(=O)CN2C(=O)COc3ccc(C)cc32)CC1	-4.6
CCOC(=O)c1c(N)n(CCOC(=O)c2cccs2)c2nc3ccccc3nc12	-11.1
CCOC(=O)C1=C(N)N(c2ccc([N+](=O)[O-])cc2)C2=C(C(=O)CCC2)C1c1ccc(OC)c(O)c1 (stereo unspecified)	-10.7
Cc1ccc(Sc2c(C)nn(C(C)(C)C)c2OC(=O)c2ccco2)cc1	-3.0
CN1CCN(C(=O)c2cc3nc(-c4ccccc4)cc(C(F)(F)F)n3n2)CC1	1.3
C#CCn1c(=NC(=O)CSC(C)=O)sc2cc(F)ccc21	-23.9
CCCCNC(=O)c1cc(-c2ccc(F)cc2)on1	-5.5
Cc1nc2ccc(S(=O)(=O)NCC(=O)N3CCc4ccccc4C3)cc2s1	0.6
COCCCNC(=O)c1c(N)n(/N=C/c2ccccn2)c2nc3ccccc3nc12	-13.3
CCC(C)NC(=O)c1cnc2n(c1=O)CCS2 (stereo unspecified)	0.0&3.6
Cc1cc(Cl)nc(Cl)c1C(=O)NC(=O)NCCC(C)C	1.1
Cc1cc(C(=O)Nc2ccc(S(=O)(=O)N3CCCC3)cc2)cs1	8.5
COc1cc(OC)cc(C(=O)N2CCCc3ccccc32)c1	-1.4
CCN(C(=O)c1ccc(NC(C)=O)cc1)c1ccccc1	-7.0
Cc1ccc(Nc2cc(C)nc3ncnn23)c(C)c1	2.7
CCOc1ccc(-n2nc3ccc(NC(=O)c4cccnc4)cc3n2)cc1	-238.2
COc1ccc(C2Nc3ccccc3C(=O)N2c2ccc(F)cc2)cc1Cn1nc(C)c([N+](=O)[O-])c1C (stereo unspecified)	-13.2
CCC(C)(C(=O)NC1CCCCC1)N(C)C(C)=O (stereo unspecified)	-0.8
O=C(Nc1ccc2oc(-c3cccnc3)nc2c1)c1ccc(-c2ccc(F)cc2)o1	-74.7
Clc1c(-c2nnc3n2CCCCC3)sc2ccccc12	-3.4
O=C(NC1CCCC1)C1CCC(CNS(=O)(=O)c2ccc(F)cc2)CC1 (stereo unspecified)	5.4
COc1ccc(S(=O)(=O)N=C2C=C(Nc3ccc(C)cc3C)C(=O)c3ccccc32)cc1	-58.2
Cc1c(C(=O)Nc2ccccc2Br)oc2ccc(S(=O)(=O)N3CCCCC3)cc12	-8.5
CC1=C(C(=O)OC(C)C)C(c2ccc(Br)cc2)C2=C(CC(c3ccc(Cl)cc3)CC2=O)N1 (stereo unspecified)	-6.2
Cc1ccccc1Cn1c(=O)n(CCCC(=O)NCc2ccccc2Cl)c(=O)c2ccccc21	1.5
COc1ccccc1CNC(=O)c1ccc(N2CC3CC(C2)c2cccc(=O)n2C3)c(NC(=O)c2ccncc2)c1 (stereo unspecified)	0.3
Cc1noc(C)c1C(=O)OCC(=O)/C=C1\N(C)c2ccccc2C1(C)C	-46.4
CC(=O)c1ccc(NC(=O)CCc2c(C)nc3ncnn3c2C)cc1	-14.9
CCOc1ccc(NS(=O)(=O)c2ccc3[nH]c(=O)oc3c2)cc1	-4.7
Cc1ccc(N=Cc2cc3c(cc2Br)OCO3)c(C)c1	-7.5
O=C(CSC1=NCCS1)n1c2c(c3ccccc31)CCCC2	-127.4
O=C(OC(C(=O)NCc1ccc2c(c1)OCO2)c1ccccc1F)c1ccco1 (stereo unspecified)	4.8
O=C1CCCc2oc3c(Cl)cc(NS(=O)(=O)c4cccs4)cc3c21	-40.6
O=C(Nc1ccccc1)c1cccnc1Nc1ccccc1	-2.1
CCOc1cc(N2CCOCC2)c(OCC)cc1NC1=NCCCCC1	6.3
Cc1c(C(=O)OCc2ccccc2)nnn1-c1nonc1N	-3.5
COc1cccc(-c2nc3cc(N=Cc4ccc(Cl)cc4)ccc3o2)c1	-16.9
COC(=O)c1ccc(-c2sc3nc(N4CCOCC4)c4c(c3c2N)CCCC4)o1	-7.2
Cc1cc(C)n(S(=O)(=O)c2ccc(F)cc2)n1	0.7
Fc1ccc(C2=CC(c3cc(Br)ccc3OC(F)F)n3ncnc3N2)cc1 (stereo unspecified)	0.5
O=c1[nH]c(=O)n(C2CCCCCC2)c(O)c1C=NCc1ccc(F)cc1	-0.1
CCC(=O)N1c2ccc(S(=O)(=O)NCCCN3CC(C)CC(C)C3)cc2CC1C (stereo unspecified)	3.4
COCCCn1c(SCC(=O)Nc2ccc(C(C)=O)cc2)nc2ccccc2c1=O	1.9
COC(=O)C1=C(C)N=C2SC(C)C(=O)N2C1c1ccc(C(C)C)cc1 (stereo unspecified)	-0.3
CCOc1ccc(N2C(=O)C3C(c4ccccc4)C=CC(c4ccccc4)C3C2=O)cc1 (stereo unspecified)	-33.7
c1ccc2cc(OCCSc3nc4ccccc4s3)ccc2c1	-1.8
CCSCCSc1nc(C)cc(C)n1	-17.9
Cc1ccc(C)c(CN2C(=O)CSc3ccc(C(=O)NCCC(C)C)cc32)c1	-9.1
Cc1sc(NC(=O)c2cc3ccccc3c(=O)o2)c(C(N)=O)c1C	-29.8
O=[N+]([O-])c1cc(OCC(F)(F)C(F)F)cc(Oc2ccc3oc4ccccc4c3c2)c1	-15.1
C#CCOc1ccc(C2C3=C(CCCC3=O)NC3=C2C(=O)CCC3)cc1Br	-6.9
COc1cc(SC)ccc1C(=O)N1CCc2ccccc21	6.8
Continuation:
SMILES	14-3-3g Raf
COc1ccc(NC(=O)c2cn(-c3ccccc3)nc2-c2cccnc2)cc1	-8.3
CCSc1nnc(NC(=O)c2ccccc2)s1	1.5
COc1ccc(OC)c(N(CC(=O)N2CCCCCC2)S(C)(=O)=O)c1	-2.3
O=C(c1ccc(F)cc1)N1N=C(c2cccs2)CC1c1ccccc1 (stereo unspecified)	-4.6
Cc1cc(C(F)(F)F)nn1CC(=O)Nc1cccnc1	0.4&-3.1
O=C(Nc1ccccc1)c1cc(S(=O)(=O)Nc2cccc([N+](=O)[O-])c2)cs1	-9.5
CC(C)OCCCNC(=O)Cn1nc(-c2ccccc2)ccc1=O	6.8&-5.9
Cc1ccc(CN(CC(=O)NCCc2ccccc2)C(=O)CCCC(=O)Nc2cc(C)on2)cc1	-9.1
CCOC(=O)C1=C(C)NC2=C(C(=O)C(C(=O)OC)C(C)C2)C1c1ccc(OC)c(Br)c1 (stereo unspecified)	-3.0
Cn1ncc(Br)c1C(=O)NC1CCCCC1	-6.3
CCOC(=O)CSc1nnc(CNc2ccc(Cl)cc2)n1-c1ccccc1	-7.8
Cc1ccc(S(=O)(=O)NCCc2nc3ccccc3[nH]2)cc1	-27.3
CC(C)(C)c1ccc(SCC(N)=O)cc1	-1.9
CCCCN1C2CCCC1CC(NC(=O)c1ccc(OC)c(OC)c1)C2 (stereo unspecified)	-0.7
CCc1cc2ccc(C)cc2nc1SCC(=O)N1CCN(C(=O)c2ccco2)CC1	-12.0
CCCCN1Cc2cc(C(=O)c3cc(F)ccc3O)cnc2NC1=O	-7.0
CCCCOc1ccc(C(=O)Nc2c(C(=O)OC)sc3ccccc23)cc1	-3.4
COc1ccc(-c2coc3cc(O)cc(O)c3c2=O)cc1	0.2
COc1ccccc1-n1nc(C(=O)Nc2cccc(Cl)c2)c2ccccc2c1=O	-0.5
Cc1cccc(C)c1-n1c(N)c(C(=O)NCCc2ccccc2)sc1=S	0.4
COc1ccccc1N1CCN(S(=O)(=O)c2ccc(Cl)s2)CC1	-3.4
CCOC(=O)c1sc(NC(NC(=O)c2ccco2)(C(=O)OC)C(F)(F)F)nc1C (stereo unspecified)	-6.9
Cn1ccnc1SCc1cc(=O)[nH]c2ccccc12	-2.0
O=C(CSc1ncc(-c2ccc(F)cc2)[nH]1)Nc1cccc(O)c1	-6.9
CC1=C(C(=O)OCC2CCCO2)C(c2coc3ccc(Cl)cc3c2=O)C2=C(CC(C)(C)CC2=O)N1 (stereo unspecified)	10.4
O=C(c1cccc(F)c1)N1CCN(C(c2ccccc2)c2ccccc2)CC1	-0.6
O=C(Cc1cccs1)Nc1nnc(CCc2ccccc2)s1	-10.1
Cc1ccc(C)c(NC(=O)c2cc(S(=O)(=O)NCc3ccccc3Cl)ccc2F)c1	-6.6
N#Cc1c(/N=C/c2ccco2)sc2c1CCC2	0.8
Cc1cc(C)cc(N(CC(=O)Nc2cccc(C(F)(F)F)c2)S(C)(=O)=O)c1	-0.1
CC(=O)N1CCC2(CC1)C(C#N)=C(N)Oc1n[nH]c(CSc3ccc(C)cc3)c12	-9.8
CCC(=O)N1CCc2cc(S(=O)(=O)CCC(=O)Nc3ccc(C)c(F)c3)ccc21	-5.9
CC1=C(C(=O)OC(C)C)C(c2ccccc2F)C2=C(CC(c3ccc(Cl)cc3)CC2=O)N1 (stereo unspecified)	-5.2
O=C1CC(c2cccs2)Sc2nc3ccccc3n21 (stereo unspecified)	-4.7
CCCCC(C(=O)O)N1C(=O)c2cccc([N+](=O)[O-])c2C1=O (stereo unspecified)	-5.8
CCN(CC)Cc1c(O)ccc2c(=O)c(-c3ccccc3Cl)c(C(F)(F)F)oc12	-62.5
CC1=C(C(=O)OC2CCCCCCC2)C(c2ccccc2Cl)NC(=O)N1 (stereo unspecified)	0.9
COc1cccc(NC(=O)Cn2c(=O)n(CCCC(=O)NCc3ccco3)c(=O)c3ccccc32)c1	-17.9
CCCNC(=O)c1c(Cl)nc(Cl)c(Cl)c1Cl	-2.8
CCNC(=O)NC(=O)CSc1ccc(NC(C)=O)cc1	6.1

For reference, part of the list above.
SMILES	14-3-3g Raf
CCN(CC)Cc1c(O)ccc2c(=O)c(-c3ccccc3Cl)c(C(F)(F)F)oc12	-62.5
CC1=C(C(=O)OC2CCCCCCC2)C(c2ccccc2Cl)NC(=O)N1 (stereo unspecified)	0.9
COc1cccc(NC(=O)Cn2c(=O)n(CCCC(=O)NCc3ccco3)c(=O)c3ccccc32)c1	-17.9
CCCNC(=O)c1c(Cl)nc(Cl)c(Cl)c1Cl	-2.8
CCNC(=O)NC(=O)CSc1ccc(NC(C)=O)cc1	6.1

4 entries out of the list, sorted by SMILES length, rising.
SMILES	14-3-3g Raf
O=C(CSc1ncc(-c2ccc(F)cc2)[nH]1)Nc1cccc(O)c1	-6.9
CCN(CC)Cc1c(O)ccc2c(=O)c(-c3ccccc3Cl)c(C(F)(F)F)oc12	-62.5
CCC(=O)N1CCc2cc(S(=O)(=O)CCC(=O)Nc3ccc(C)c(F)c3)ccc21	-5.9
CC1=C(C(=O)OC(C)C)C(c2ccccc2F)C2=C(CC(c3ccc(Cl)cc3)CC2=O)N1 (stereo unspecified)	-5.2

(continued)
SMILES	14-3-3g Raf
CCCCNC(=O)c1c[nH]c2ccc(S(=O)(=O)N(C)c3ccc(C(C)C)cc3)cc2c1=O	-4.9
COc1cc2c(cc1OC)C(COc1ccc([N+](=O)[O-])cc1)N(C(=O)c1ccc(C)c([N+](=O)[O-])c1)CC2 (stereo unspecified)	-18.4
O=NC1=C(c2c(O)[nH]c3ccccc23)CCCC1	2.6
COc1ccc(C2C(C(=O)N3CCN(c4ccc(F)cc4)CC3)c3ccccc3C(=O)N2c2ccc(OC)cc2)cc1 (stereo unspecified)	2.2
CCOc1ccc(OCC)c(NC(=O)CSc2nnc(-c3cccnc3)o2)c1	-6.7
CCCCOc1ccc(-c2nn(-c3ccccc3)cc2C2NC(=O)NC(C)=C2C(=O)OC)cc1C (stereo unspecified)	-16.6
COc1ccc2cc(-c3nnc(Nc4ccccc4F)s3)c(=O)oc2c1	-11.4
CC1CCc2cc(F)cc3c(O)c(C(=O)NCc4ccco4)c(=O)n1c23 (stereo unspecified)	3.5
Nc1cc(=O)[nH]c(SCC(=O)c2ccc(O)cc2O)n1	-1.3
Cn1c(=O)[nH]c(=O)c2c1nc(NCc1ccccc1)n2CC(O)c1ccccc1 (stereo unspecified)	-5.9
COc1ccc(-n2c(C)ccc2C)nc1	-69.2
CSc1nc(C)cc(OCCNS(=O)(=O)c2cc(C)ccc2C)n1	3.2&-3.5
O=C(CCNS(=O)(=O)c1cccc2nsnc12)Nc1ccc2c(c1)OCCO2	0.1
Cc1ccc(Cl)cc1N1CCN(C(=O)C(NS(=O)(=O)c2ccc(Br)s2)c2ccccc2)CC1 (stereo unspecified)	-1.6
O=C(NCCN1CCOC1=O)C(=O)NCCN1CCOC1=O	-5.5
Cc1ccc(N=c2oc3cc(O)ccc3cc2C(N)=O)cc1	-9.2&-3.4
O=C(Nc1ccc(S(=O)(=O)Nc2ccc(Cl)cc2)cc1)C1CCCO1 (stereo unspecified)	-14.3
Cc1ccc(N2CC(C(=O)Oc3cccc(N4C(=O)CCC4=O)c3)CC2=O)cc1 (stereo unspecified)	8.9
Cc1cc2c(Nc3cccc(C(F)(F)F)c3)ncnc2s1	8.9
CCC1=Nc2cc(C(=O)NCCCN(C)c3ccccc3)ccc2Sc2ccc(C)cc21	-26.2
Cn1c(SCc2ccccc2)nnc1-c1ccncc1	-3.2
COc1ccc(-c2nc(S(=O)(=O)c3ccc(C)cc3)c(N3CCCC3)o2)cc1	1.4
CCc1nc(N)c(C#N)c(-c2ccccc2OC)c1C	-5.5
COc1ccc(C2NC(=O)CS2)cc1OC (stereo unspecified)	1.1&5.7
COc1ccc(NC(=O)C2Cc3ccccc3CN2S(C)(=O)=O)cc1 (stereo unspecified)	5.9
